KDM5B inhibitor – KDM5B demethylase inhibition. Q9UGL1. KDM5B demethylase, FDH-coupled NADH fluorescence (FDH is formaldehyde dehydrogenase). Potency, µM (titrated, usually from 57.7 µM), without a hit: at the highest dose activity change, negative = inhibition, most hits filed as inhibitors. actives 2.6% (n = 220,000). AID 1347165; active = well fitted inhibition curve with a large enough effect; inconclusive = small, poorly fitted or top-dose-only effect; inactive = no such curve, though single readings can be large or run the other way; also: 0% is about no effect; nearly all actives have a fitted effect of over 70% in size
Target sequence (Q9UGL1 whole entry, looked up): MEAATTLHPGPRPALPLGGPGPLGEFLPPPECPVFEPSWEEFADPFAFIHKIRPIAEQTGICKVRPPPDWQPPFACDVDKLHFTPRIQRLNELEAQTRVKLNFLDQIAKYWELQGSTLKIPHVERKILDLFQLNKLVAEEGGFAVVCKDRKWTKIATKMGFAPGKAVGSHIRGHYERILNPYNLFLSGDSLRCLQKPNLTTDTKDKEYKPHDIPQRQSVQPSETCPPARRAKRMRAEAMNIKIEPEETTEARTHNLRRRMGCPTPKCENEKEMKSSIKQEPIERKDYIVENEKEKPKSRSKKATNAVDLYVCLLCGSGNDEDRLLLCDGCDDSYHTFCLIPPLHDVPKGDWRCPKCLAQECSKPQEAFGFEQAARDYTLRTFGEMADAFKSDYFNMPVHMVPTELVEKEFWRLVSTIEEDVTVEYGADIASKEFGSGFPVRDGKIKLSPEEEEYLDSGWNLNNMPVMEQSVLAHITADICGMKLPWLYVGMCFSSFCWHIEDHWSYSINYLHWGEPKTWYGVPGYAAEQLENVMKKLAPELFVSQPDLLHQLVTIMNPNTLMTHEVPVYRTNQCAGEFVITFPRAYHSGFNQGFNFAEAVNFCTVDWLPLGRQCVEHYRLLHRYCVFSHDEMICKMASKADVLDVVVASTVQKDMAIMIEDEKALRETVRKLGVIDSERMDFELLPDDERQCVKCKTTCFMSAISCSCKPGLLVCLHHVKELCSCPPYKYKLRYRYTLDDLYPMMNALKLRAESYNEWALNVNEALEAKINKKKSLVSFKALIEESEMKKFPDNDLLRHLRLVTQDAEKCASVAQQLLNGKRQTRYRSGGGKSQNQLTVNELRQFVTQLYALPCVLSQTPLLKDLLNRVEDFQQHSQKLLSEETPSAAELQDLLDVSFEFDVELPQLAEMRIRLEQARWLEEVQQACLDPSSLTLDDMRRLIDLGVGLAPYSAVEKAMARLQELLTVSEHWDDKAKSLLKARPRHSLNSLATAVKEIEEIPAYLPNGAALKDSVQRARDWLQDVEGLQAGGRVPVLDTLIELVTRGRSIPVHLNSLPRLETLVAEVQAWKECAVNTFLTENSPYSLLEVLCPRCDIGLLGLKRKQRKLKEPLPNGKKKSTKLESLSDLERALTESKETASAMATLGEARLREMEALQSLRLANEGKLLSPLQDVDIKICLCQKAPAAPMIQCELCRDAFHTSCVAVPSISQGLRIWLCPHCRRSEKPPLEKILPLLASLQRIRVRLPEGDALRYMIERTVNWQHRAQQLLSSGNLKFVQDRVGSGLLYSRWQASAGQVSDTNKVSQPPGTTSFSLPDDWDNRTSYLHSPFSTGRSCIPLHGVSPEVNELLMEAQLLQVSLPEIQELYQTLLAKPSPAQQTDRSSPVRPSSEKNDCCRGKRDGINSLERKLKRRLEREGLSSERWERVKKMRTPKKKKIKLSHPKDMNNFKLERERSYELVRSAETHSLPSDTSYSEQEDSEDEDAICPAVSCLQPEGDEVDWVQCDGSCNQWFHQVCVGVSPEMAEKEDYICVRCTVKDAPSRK
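Measured: NADH fluorescence change, 30 min, RT. System: KDM5BΔAP 200 nM final, H3K4me3 peptide, α-KG, Fe(II), ascorbate, NAD⁺ plus FDH, pH 7.5 HEPES. Compounds: titrated, 10 min pre-incubation with enzyme.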
Numbers without * were called inactive; ? = inconclusive; [ ] = dose if it differs, or a comment. Potency is read from the fitted curve at half-maximal effect. Some of the compounds tested; rates above refer to the full screens.

KDM5B inhibitor	canonical_smiles
-20.4%	COc1cccc(CNC(=O)Cc2ccc(NC(=O)N3CCCCc4ccccc43)cc2)c1OC
-20.1%	CCOC(=O)C1CCCN(C(=O)Cn2nc(CC)n3c(cc4occc43)c2=O)C1 (configuration not stated)
?	CCOC(=O)C1(Cc2ccccc2F)CCCNC1 (configuration not stated)
?	COc1cccc(NC(=O)[C@@H]2C[C@H](c3ccc(F)cc3)N(Cc3csc(C)n3)C2)c1
0.8%	CC(C)c1ccccc1NC(=O)c1cc2ccccc2oc1=O
?	CCOc1ccc(C(CC(=O)O)NC(=O)c2cnc(N(C)C)nc2C)cc1 (configuration not stated)
-20.5%	Cn1ncc(N2CCC(C(=O)N3CCc4ccccc43)C2)cc1=O (configuration not stated)
-27.5%	CCn1ccc(C(=O)N2CCC(Cc3nncn3CC3CC3)CC2)n1
-24.4%[86.2 µM]	Cc1ccc(-c2nnc3ccc(NCc4cccc(F)c4)nn23)nc1
5.1%	Cc1ccc(-c2nnc(C3CN(C(=O)C4CCOCC4)CC34CCOCC4)o2)cc1 (configuration not stated)
-8.3%	Cc1cnn(Cc2c(C(=O)N3C[C@@H](C(N)=O)[C@H](c4n[nH]c(C)n4)C3)noc2C)c1
5.8%	COCc1noc(CC2CCOC3(CCN(C(=O)c4c[nH]c5ccccc45)CC3)C2)n1 (configuration not stated)
35.5µM*	COc1ncccc1-c1cc(C(=O)NCCN2CCOCC2)c2c(c1)ncn2C
14.3%	Clc1ccc(CCC2CCNCC2)cc1
-8.4%	CCCCCCn1c(N2CCN(c3ccccc3)CC2)nc2c1c(=O)[nH]c(=O)n2C
-17.5%	Cc1cccc(N2CCN(C(=O)C3CCN(c4ncnc5c4nc4n5CCCCC4)CC3)CC2)c1C
-12.3%	Cc1ccc(-c2c(C(=O)N3CCN(c4ccc(F)cc4)CC3)oc(=O)c3ccccc23)cc1
-14.0%	CC1C(c2ccc(Cl)cc2)=[N+]([O-])C(C)(c2cccc([N+](=O)[O-])c2)N1O (configuration not stated)
-39.0%	COCCNC(=O)c1ccc(Cn2c(SCC(=O)NC(C)C)nc3ccccc3c2=O)cc1
?	CN1CC(=O)N(C2CCCNC2)Cc2c(NC3CCCCCC3)ncnc21 (configuration not stated)
-25.0%	CCOc1ccc(NC(=O)c2c(NC(=O)Cc3ccccc3)sc3c2CCCC3)cc1
4.0%	CC(NC(=O)CCCc1c[nH]c2ccccc12)c1ccc(F)cc1 (configuration not stated)
-1.3%	CCOCCOC(=O)C(C)Oc1ccc2c(=O)c(-c3ccccc3OC)c(C(F)(F)F)oc2c1 (configuration not stated)
-21.1%	Cc1nc2c(c(-c3ccc(Cl)cc3)n1)CCN([S+](=O)([O-])c1cccs1)CC2
-30.2%	CCN(CC)c1ccc(C(=O)NCc2nnc3cc(-c4nc(C)no4)ccn23)cc1
?	Cc1ncoc1C(=O)N1CCCCCCNC(=O)[C@@H]2C[C@@H](c3nc(Cc4ccccc4)no3)C[C@@H]21
20.6%	O=C(O)C1CCN(C(=O)c2ccoc2)CC1
11.1%	Cc1cc(=O)n(CC(=O)Nc2ccc(C)c(F)c2)c(N2CCOCC2)n1
22.1%	O=C(Nc1ccccc1)c1nnc(C(=O)N2CCC(CC(=O)N3CCCCCC3)CC2)s1
-14.4%	O=C(COC(=O)c1ccccc1-c1ccc(C(F)(F)F)cc1)c1cccc([N+](=O)[O-])c1

A draw from above in order of formula weight, falling:
KDM5B inhibitor	canonical_smiles
-17.5%	Cc1cccc(N2CCN(C(=O)C3CCN(c4ncnc5c4nc4n5CCCCC4)CC3)CC2)c1C
-12.3%	Cc1ccc(-c2c(C(=O)N3CCN(c4ccc(F)cc4)CC3)oc(=O)c3ccccc23)cc1
-25.0%	CCOc1ccc(NC(=O)c2c(NC(=O)Cc3ccccc3)sc3c2CCCC3)cc1
-30.2%	CCN(CC)c1ccc(C(=O)NCc2nnc3cc(-c4nc(C)no4)ccn23)cc1
-14.0%	CC1C(c2ccc(Cl)cc2)=[N+]([O-])C(C)(c2cccc([N+](=O)[O-])c2)N1O (configuration not stated)
4.0%	CC(NC(=O)CCCc1c[nH]c2ccccc12)c1ccc(F)cc1 (configuration not stated)

(next part)
KDM5B inhibitor	canonical_smiles
9.3%	Cn1nc(C(=O)OCCOc2ccccc2)c2ccccc2c1=O
-7.3%	Cn1ccnc1C(=O)NCC1Cn2cccc2C(=O)N1Cc1ccccc1 (configuration not stated)
?	Cc1nc(N2CCCC3(CN(C)C(=O)O3)C2)cc(-n2cccn2)n1 (configuration not stated)
-1.9%	COc1ccc(-c2nc3ccccc3o2)cc1NC(=O)COc1ccc(C)c(C)c1
-20.9%	CCNC(=O)N(C1CC1)C1CCOC2(CCN(C(=O)NCc3ccc(OC)cc3)CC2)C1 (configuration not stated)
13.8%	Cc1ccc(C(=O)C(C#N)C(=O)NCc2ccccc2)cc1C (configuration not stated)
-6.8%	CCOc1ccc2c(=O)c(-c3ccc(OC)cc3)c(C)oc2c1
?	CCn1c(C)c(C)c2cc(C(=O)NCc3ccc(OC)cc3OC)ccc21
-0.1%	COc1ccc(CNC(=O)N[C@H](C(=O)O)C(C)C)cc1OC
?	COc1cccc(C(=O)NC2CCN(c3cc(-c4ccc(Cl)cc4)[nH]n3)C2)c1 (configuration not stated)
6.8%	c1ccc(-c2nc(C34CC5CCC(CC(C5)C3)C4)cs2)cc1
4.3%	CN(Cc1ccco1)C(=O)c1cn[nH]c1-c1ccc(Cl)cc1
-2.3%	CCOc1ccccc1C(=O)Nc1cc2c(cc1C)n(C)c(=O)c(=O)n2C
-7.2%	Fc1ccc(C2Cn3nnc(-c4nc(-c5cccnc5)no4)c3CO2)cc1 (configuration not stated)
24.1%	Brc1ccc(-c2noc(C3CCCCC3)n2)cc1
?	COc1ccc(/C=C(/C(=O)c2ccccc2)c2nc3ccccc3s2)cc1O
-2.9%	CC(C)C(NC(=O)C(c1ccccc1)C1CCCC1)c1ccccc1 (configuration not stated)
-15.4%	O=C(NC1CCN(c2cc(-c3ccc(Cl)cc3)[nH]n2)CC1)c1ccc(F)cc1F
?	CN(C)CCNC(=O)c1ccc(Cn2c(SCc3ccc(F)cc3)nc3cccnc32)cc1
?	CN(C(=O)Cn1cc(S(=O)(=O)Cc2ccccc2Cl)c2ccccc21)c1ccccc1
?	Cc1ccc(NC(=O)Cn2cc(S(=O)(=O)c3ccc(C)cc3)c(=O)c3cc4c(cc32)OCO4)cc1
30.3%[activator]	O=C(CCN1CCCCO1)N1CCCC(N2CCN(c3ccccc3)CC2)C1 (configuration not stated)
-1.0%	Cc1ccc(-n2c(C3CCN(C(=O)Cc4ccccc4C)CC3)n[nH]c2=O)cc1
-17.6%[115 µM]	O=C(NCCc1ccc(Cl)cc1)C1CCc2nnc(C3CCN(C(=O)c4ccc(Cl)cc4Cl)CC3)n21 (configuration not stated)
-5.5%	CCCCCCCn1c(SCC(N)=O)nc2c1c(=O)[nH]c(=O)n2C
-10.5%	Cc1ccc(-c2cc(CN3CC(=O)N4CCC[C@H]4C3=O)on2)cc1
-6.9%	Cc1cc(Cl)ccc1OCC(=O)NCc1cccc(NC(=O)C2CC2)c1
?	COc1cccc(CN2CCC(C(=O)Nc3ccccc3-c3cccc(OC)c3)CC2)c1
?	CCc1ccccc1NC(=O)c1sc2nc3c(cc2c1N)CN(C)CC3
20µM*	CCOc1ccc(NC(=O)CCNc2c(C)nc3cnccn23)cc1
-13.3%	CC1Cc2ccccc2C(CCc2ccccc2)=N1 (configuration not stated)
?	O=C(CCC[C@H]1NC[C@@H]2C[C@H]1CN(Cc1ccccc1)C2)N1CCN(Cc2ccccc2F)CC1
-20.3%	Cc1ncc2c(n1)CCCN(CC(=O)N1CCCC1)C2=O
-9.9%	O=C(OC1CCOC1=O)c1ccc([N+](=O)[O-])cc1Cl (configuration not stated)
-19.5%	O=C(Cn1ccc2ccccc2c1=O)NCCC(=O)Nc1ccc(F)cc1F
-5.2%	COc1ccc(Nc2nc3ccccc3nc2NS(=O)(=O)c2ccc3c(c2)OCCO3)cc1Cl
12.4%	FC(F)(F)CN1CCNCC1
-17.7%	O=C(CC1CCCC1)NCCC1CCN(C(=O)NC2CCCCC2)CC1
-26.5%	COc1ccc(C(=O)N2CCOCCNC(=O)CC2)c(OC)n1
18.5%	CCN(CC(=O)Nc1c(F)cccc1F)C(=O)Cc1n[nH]c(=O)c2ccccc12
-3.7%[86.2 µM]	Cn1ccnc1CN1C[C@H]2CN(C(=O)NCc3ccccc3)CCN2C1=O
-11.8%	Cc1ccc(OCn2ccc(C(=O)NCc3c(C)nn(C)c3C)n2)c(C)c1
24.8%[115 µM]	CC(=O)Nc1ccc(CN2CCCC3(COc4ccccc4S(=O)(=O)N3)C2)cc1 (configuration not stated)
7.6%	Cc1ccc(NC(=O)CN(C)C(=O)CCc2ncc(-c3ccccc3)o2)cc1
-9.8%	Cc1ccccc1NS(=O)(=O)c1ccc2[nH]cc(C(=O)NCCc3ccccc3)c(=O)c2c1
-23.1%	NC(=O)c1ccc(C(F)(F)F)nc1N1CCC(N2CCCC(O)C2)CC1 (configuration not stated)
-8.3%	O=C(c1ccc2c(c1)OCO2)N1CCC2(CC1)NC(=O)N(c1ccccc1)N2
-13.1%	O=C(CCC1CCCC1)Nc1cc(C(F)(F)F)ccc1Cl
?	CCc1cccc2c(C(=O)C(=O)Nc3cccc(F)c3)c[nH]c12
-6.8%	O=C(O)CCC(=O)c1cccc(Br)c1
2.6%	Cc1ccc(NC(=O)c2cc(C3CC3)nc3ccccc23)c(C)c1
10.1%	CCOC(=O)c1c(C)oc2ncnc(NCC3CCN(Cc4ccccc4F)CC3)c12
-5.9%	Cc1ccc(CN2CCCC(COc3ccccc3C(=O)N3CCOCC3)C2)cc1C (configuration not stated)
7.3%	O=C(COc1ccccc1[N+](=O)[O-])N1CCC(c2nc3ccccc3o2)CC1
6.4%	O=C(CSc1nnc(-c2ccc(Cl)cc2)n1Cc1ccco1)N1CCOC1=O
-9.6%	CCOc1ccc(-c2nn(CC(=O)NC3CCCC3)c3c2cnc2ccc(F)cc23)cc1
-15.8%	Cc1ccc(N2CC(c3noc(-c4ccc(F)cc4)n3)CC2=O)cc1 (configuration not stated)
-4.7%	Cc1cc(C)c2oc(C(=O)Nc3onc4c3CC(C)CC4)cc(=O)c2c1 (configuration not stated)
5.4%	CCCCNC(=O)c1cccc2c1CCN2S(=O)(=O)c1ccccc1
-24.3%	Cc1ccc(Cl)cc1NC(=O)Cn1c(=O)n(CCC(=O)NCc2ccc3c(c2)OCO3)c(=O)c2sccc21

Given tab-delimited: part of the list above.
smiles	KDM5B inhibitor
CN(C(=O)Cn1cc(S(=O)(=O)Cc2ccccc2Cl)c2ccccc21)c1ccccc1	?
Cc1cc(C)c2oc(C(=O)Nc3onc4c3CC(C)CC4)cc(=O)c2c1 (configuration not stated)	-4.7%
O=C(Nc1ccccc1)c1nnc(C(=O)N2CCC(CC(=O)N3CCCCCC3)CC2)s1	22.1%
CCn1ccc(C(=O)N2CCC(Cc3nncn3CC3CC3)CC2)n1	-27.5%

(cont.)
KDM5B inhibitor	canonical_smiles
20.8%	Cc1ccc(C)c2sc(NC(=O)c3ccc(S(=O)(=O)N4CCCC4)cc3)nc12
-29.8%	CN1C(=O)N(Cc2coc(-c3cccs3)n2)C(=O)C12CCCCC2
-0.3%	CCc1ccccc1NC(=O)c1cc2nc(-c3ccc(OC)c(OC)c3)cc(C(F)(F)F)n2n1
35.5µM*	COc1ncccc1-c1nccc2c(=O)cc(N(C)C)oc12
-15.7%	COc1ccc(NC2=NC(CC(=O)Nc3ccc4c(c3)OCCO4)C(=O)N2)cc1 (configuration not stated)
?	CC1=C(C(=O)N2CCCCC2)C(c2cccc(Cl)c2)n2c(nc3ccccc32)N1 (configuration not stated)
-11.1%	COc1cc(C)c(Cl)cc1S(=O)(=O)NCCc1c(C)[nH]c2ccccc12
-6.0%	COc1ccccc1CNC(=O)c1ccc2c(c1)CCN2S(=O)(=O)c1ccc(Cl)cc1
4.3%	Cc1cc(C)cc(NC(=O)C(=O)NCC(c2cccnc2)N2CCN(c3ccccc3)CC2)c1 (configuration not stated)
-19.5%	CC(=O)Nc1ccc(CN2CCC(c3nc4ccc(F)cc4c(=O)[nH]3)CC2)cc1
12.8%	CC(C)=CC(=O)NC(C)c1cc(C)sc1C (configuration not stated)
4.2%	Cc1cc(N/N=C/c2ccccc2)nc(N2CCOCC2)n1
-6.6%	CCOc1ccc(NC(=O)/C=C/c2ccccc2)cc1
9.3%	COc1ccc(NC(=O)c2cnc(SCC(=O)Nc3nc4ccc(C)cc4s3)n(C)c2=O)cc1
9.5%	CCC1(C)NC(=O)N(NC(=O)c2nn(-c3ccccc3)c(=O)c3ccccc23)C1=O (configuration not stated)
17.7%	CCOc1ccc(C(=O)NNC(=O)CNC(=O)c2ccc(C)s2)cc1OC
-8.0%	CCOc1ccc2c(n1)CCN(C(=O)Nc1ccc(OC)cc1C)C2
-3.0%	CCC(=O)Nc1nnc(S(=O)(=O)N2CCCCCC2)s1
7.6%	C#CCN1CCC(C(=O)NCCNC(=O)c2ccccc2)CC1
9.0%	CC(=O)NC1(C(=O)NCC(=O)NC(C)(C)C)CCCCC1
41.7%[activator]	COCCNC(=O)Cn1nc2c(cc1=O)CCCCC2
14.7%	O=C(Cn1c(=O)oc2ccccc21)N1C[C@@H](CO)[C@H](c2ccccn2)C1
-13.8%	Cc1ccc(N(CC(=O)N2CCN(c3ccc(Cl)cc3)CC2)S(=O)(=O)c2c(C)noc2C)cc1
?	CCn1c(SCc2cc(=O)n3[nH]cc(C#N)c3n2)nnc1-c1ccc(Cl)cc1
31.6µM*	OCC1CN(c2ncccn2)CC12CCN(Cc1ccsc1)CC2 (configuration not stated)

Pulled by structure from above, 3 records:
KDM5B inhibitor	canonical_smiles
-14.4%	O=C(COC(=O)c1ccccc1-c1ccc(C(F)(F)F)cc1)c1cccc([N+](=O)[O-])c1
-8.4%	CCCCCCn1c(N2CCN(c3ccccc3)CC2)nc2c1c(=O)[nH]c(=O)n2C
?	CCc1cccc2c(C(=O)C(=O)Nc3cccc(F)c3)c[nH]c12
